Pf growth 48h – P. falciparum growth inhibition at 48 hours (one generation). P. falciparum luciferase growth in erythrocytes, 48 h. Potency, µM (top dose mostly 28.7 µM), inactives show at the top dose activity change, negative = inhibition, most hits filed as inhibitors. actives 5.9% (n = 310,000); also: potency is read from the fitted curve at half-maximal effect; % is scaled to controls: 0 for no effect and ±100 for the full control effect
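In quantitative HTS format, infected erythrocytes bearing luciferase-reporter parasites were treated for a single generation at 37 C. Luminescence after adding detection reagent served as the growth measure.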
AmpC inh no detg – AmpC beta-lactamase inhibition without detergent; P00811; AmpC nitrocefin hydrolysis, absorbance 480 nm, 0.0001% Triton; Potency, µM (doses to about 57.1 µM), without a hit: at the top dose activity change, negative = inhibition, hits mostly inhibitors; actives 0.52% (n = 330,000); AID 485341;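 also: potency is read from the fitted curve at half-maximal effect; plate controls were no compound for no effect and no enzyme for full effect; nearly all actives have a fitted effect of over 20% in size; some results filed as inactive show a strong effect at the top dose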
Target sequence (P00811 whole entry, looked up): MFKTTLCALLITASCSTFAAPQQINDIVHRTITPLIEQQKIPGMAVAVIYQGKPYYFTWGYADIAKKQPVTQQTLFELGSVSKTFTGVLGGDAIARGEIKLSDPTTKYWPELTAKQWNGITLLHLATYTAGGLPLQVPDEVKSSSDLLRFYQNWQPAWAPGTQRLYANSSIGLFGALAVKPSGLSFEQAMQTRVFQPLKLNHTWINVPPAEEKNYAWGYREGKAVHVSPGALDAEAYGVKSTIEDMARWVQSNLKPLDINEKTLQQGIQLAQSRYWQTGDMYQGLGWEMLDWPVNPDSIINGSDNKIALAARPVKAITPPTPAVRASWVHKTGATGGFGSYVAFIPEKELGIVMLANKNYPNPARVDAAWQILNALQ
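20 mM phosphate pH 7.0 + 0.01% (detergent screen) or 0.0001% Triton X-100; 5.3 nM AmpC reagent; cpd preinc 15 min RT; nitrocefin (800 uM stock) to start; A480 q20 s × 4 min; Activity was normalised to no-enzyme and no-compound control wells.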
Tb PYK inh – blocks Trypanosoma brucei pyruvate kinase. Q57TT1. TbPYK enzyme, Kinase-Glo Plus ATP luminescence, 45 min. Potency, µM (top dose mostly 76.8 µM), inactives show at the highest dose activity, negative = inhibition, actives largely listed as inhibitors. actives 0.12% (n = 410,000); also: potency is read from the fitted curve at half-maximal effect; % is scaled to controls: 0 for no effect and ±100 for the full control effect; nearly all actives have a fitted effect of over 50% in size
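ADP (130 uM final) triggers the TbPYK reaction after compound addition; incubation is 45 min at room temperature. Kinase-Glo Plus is then added and luminescence imaged. Normalized data are fitted to concentration-effect curves.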
CHX counter – counter-screen hit for Shiga toxin inhibitors, cycloheximide | actives 12% (n = 300,000) | cell reporter, cycloheximide protein synthesis inhibition counterscreen | max response, %; in the data active = max response mostly above about 13%, no sharp cut-off; inactive = mostly below about 14%; also: read at 38.3 µM for the half of the compounds with a filed dose; 0% is about no effect
Pf growth 96h – P. falciparum growth inhibition at 96 hours; actives 6.9% (n = 320,000); Potency, µM (series often up to 28.7 µM), for inactives: at the top dose activity change, negative = inhibition, hits mostly inhibitors; P. falciparum luciferase reporter growth, 96 h; AID 504834; also: potency is read from the fitted curve at half-maximal effect; % is scaled to controls: 0 for no effect and ±100 for the full control effect
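Cell-based qHTS: luciferase-tagged P. falciparum in erythrocytes (2% hematocrit, 0.05% parasitemia final) incubated with compounds for 96 hours, 37 C, 5% CO2; luciferase detection reagent then added and luminescence measured.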
Shiga toxin inh – blocks Shiga toxin action in Vero cells. actives 9.2% (n = 290,000). inhibition, % at 38.7 µM. Vero cells, Shiga toxin protein synthesis inhibition reporter. AID 2315; in the data active = inhibition mostly above about 28%, no sharp cut-off; inactive = mostly below about 43%; also: 0% is about no effect
LmPK inhibitor – blocks Leishmania mexicana pyruvate kinase activity; Q27686; purified LmPK, Kinase-Glo ATP luminescence, 1 h; Potency, µM (highest dose often 57.5 µM), inactives show at the highest dose activity change, negative = inhibition, usual class: inhibitors; actives 0.37% (n = 290,000); AID 1721; also: potency is read from the fitted curve at half-maximal effect; % is scaled to controls: 0 for no effect and ±100 for the full control effect
Target sequence (Q27686 whole entry, looked up): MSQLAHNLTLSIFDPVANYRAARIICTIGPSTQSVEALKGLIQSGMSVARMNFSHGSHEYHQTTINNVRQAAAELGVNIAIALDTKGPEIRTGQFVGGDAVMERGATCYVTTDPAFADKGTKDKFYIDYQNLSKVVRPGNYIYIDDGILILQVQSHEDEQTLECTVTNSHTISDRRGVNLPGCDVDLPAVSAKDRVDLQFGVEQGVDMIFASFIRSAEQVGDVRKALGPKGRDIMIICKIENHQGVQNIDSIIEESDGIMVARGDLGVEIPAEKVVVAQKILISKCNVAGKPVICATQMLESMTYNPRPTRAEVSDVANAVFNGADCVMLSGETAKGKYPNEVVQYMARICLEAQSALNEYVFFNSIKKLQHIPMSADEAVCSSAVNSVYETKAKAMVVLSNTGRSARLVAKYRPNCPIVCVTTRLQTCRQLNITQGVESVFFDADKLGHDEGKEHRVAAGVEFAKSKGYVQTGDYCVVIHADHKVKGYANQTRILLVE
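In 50 mM imidazole pH 7.2 with 7 mM MgCl2, LmPK (0.1 nM) turned over PEP (0.5 mM) and ADP (0.1 mM) for 1 h at room temperature. Luciferase read-out of ATP.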
Starred values were filed as active, the others as inactive; ? = inconclusive; · = not tested or not shown; & = joins results of further samples; [ ] = dose if it differs, or a comment. Unless noted, calls follow the shape of the dose curve; as a rule, active = well fitted curve in the direction sought with a large enough effect; inconclusive = small, poorly fitted or top-dose-only effect, or another doubt; inactive = no such curve, though single readings can be large; an effect the other way counts as inactive or inconclusive.

SMILES	Pf growth 48h	AmpC inh no detg	Tb PYK inh	CHX counter	Pf growth 96h	Shiga toxin inh	LmPK inhibitor
CCN(CC)c1nc(Oc2ccc(C(=O)NN)cc2)nc(Oc2ccc(C(=O)NN)cc2)n1	9.28µM*	72.4%[activator]	0.6%	-3.4	9.28µM*	-17.9	6.6%
CCOc1ccccc1CN1CCNC(=O)C1CC(=O)NCc1nc(C)cs1 (centres undefined)	4.7%	49.7%	0.3%	0.9	9.28µM*	-6.5	-7.0%
COc1cccc(/C=N/NC(=O)c2ccc(=O)n(C)c2)c1O	?	-15.9%	-2.8%	-1.6	7.0%	-4.5	-4.8%
CCCc1cc(=O)[nH]c(SCC(=O)OCc2ccccc2)n1	14.3%	-33.2%	0.4%	-5.9	?	55.6	5.9%
CCN(CC)S(=O)(=O)c1cccc(C(=O)Nc2cc3oc4ccccc4c3cc2OC)c1	-22.6%	-28.8%	20.8%	-3.6	?	-1.0	1.6%
Cc1ccc(NS(=O)(=O)c2cc(C(=O)O)ccc2Cl)cc1	30.7%[activator]	-22.0%	-2.9%	0.4	?	-4.3	11.9%
Cc1cccc(N2CCN(c3ccc(NC(=O)/C=C(/C(=O)O)c4ccccc4)cc3)CC2)c1	?	-28.3%	-5.6%	-3.0	?	-12.6	-1.4%
Cc1cc(C(=O)OCC(=O)c2ccc3c(c2)NC(=O)CO3)c2ccccc2n1	4.3%	-20.1%	-1.2%	-2.2	·	-19.7	4.0%
CC(=O)Nc1ccc(Nc2nnc(-c3ccc(C)c(S(N)(=O)=O)c3)c3ccccc23)cc1	?	-28.8%	-10.5%&-0.7%	-5.5	-1.8%	-4.4	-4.5%
O=C(/C=C/c1ccccc1[N+](=O)[O-])Oc1ccccc1	16.3%	-25.4%	·	0.7	20.3%	-5.6	-6.1%
O=C(Nc1cccc(F)c1)/C(=C\c1ccco1)NC(=O)c1ccco1	0.5%	-7.8%	-21.0%	-1.7	?	4.9	-10.4%
Cc1c(C(=O)NC(C)C)sc2ncn(CC(=O)N3CCC(C)CC3)c(=O)c12	7.7%	-14.0%	0.1%	-2.7	·	-11.9	-10.8%
CC(OC(=O)c1cccnc1)C(=O)Nc1ccc2c(c1)OCO2 (centres undefined)	?	-9.9%	0.6%	-1.6	?	-4.9	-1.1%
CCCn1ncc(CN2CCN(Cc3ccc(C)o3)C(CCO)C2)c1C (centres undefined)	-3.9%	-7.4%	0.4%	0.3	8.1%	-1.4	3.2%
CS(=O)(=O)N(Cc1ccccc1)c1ccc(C(=O)Nc2ccccc2Sc2ccccc2)cc1	11.7µM*	-11.3%	-18.3%	-0.2	14.7µM*	6.3	-1.9%
CC(=O)C1(O)C(C)CC2C3CCC4CC(O)CCC4(C)C3=CCC21C (centres undefined)	·	33.7%	-1.9%	-3.1	·	-20.2	-3.3%
COc1ccc(NC(=O)c2cn(-c3ccccc3)nc2-c2cc3ccccc3o2)cc1	?	-14.0%	0.0%	-2.3	0.0%	19.1	0.5%
COc1ccccc1OCCNC(=O)C1CC(=O)N(Cc2ccccc2)C1 (centres undefined)	?	13.9%	1.0%	·	16.4%	·	·
C=C(C)CSc1nc2ccccc2[nH]1	39.5%[activator]	-6.6%	-4.5%	28.6*	6.9%	59.5*	-14.2%
CCCCNc1c(-c2ccc(OC)c(Sc3ccc(OC)cc3)c2)nc2ccccn12	?	-5.1%	1.2%	·	?	·	·
O=C(N/N=C/c1ccccc1)c1[nH]c2ccc(Br)cc2c1-c1ccccc1	13.6%	-31.3%	1.4%	0.2	38.3%[activator]	-9.6	-4.0%
COc1ccc(CCNC(=O)CN(C)S(=O)(=O)c2ccc3nc(C)sc3c2)cc1OC	-21.8%	59.0%	1.5%	-1.2	4.3%	16.5	-6.1%
O=C(O)c1cccc(CSc2nnc(Cc3ccccc3)o2)c1	47.3%[activator]	-19.8%	0.7%	14.7	·	44.3*	0.0%
COc1cc(S(=O)(=O)NCc2ccncc2)ccc1Br	34.2%[activator]	-8.9%	-4.1%	6.2	1.7%	-9.1	8.4%
COc1ccc(CCNC(=O)CCC(=O)N2CC(C)Oc3ccc(Cl)cc32)cc1OC (centres undefined)	?	110.2%[activator]	7.4%	-0.2	301.0%[activator]	-3.8	-4.6%
SMILES	Pf growth 48h	AmpC inh no detg	Tb PYK inh	CHX counter	Pf growth 96h	Shiga toxin inh	LmPK inhibitor
CCOC(=O)COc1nc2ccc(Br)cc2c(-c2ccccc2)c1C(C)=O	-11.2%	16.5%	1.6%	1.7	-9.5%	-6.0	3.5%
CNC(=S)Nc1cc(S(=O)(=O)Nc2cc(Cl)ccc2Cl)ccc1N1CCCC1	-8.1%	-56.9%	1.0%	-3.9	-14.9%	-13.0	0.8%
COc1cc(NC(=O)CN2C(=O)NC(C)(c3ccccc3)C2=O)c(C)cc1[N+](=O)[O-] (centres undefined)	?	-41.9%	5.6%	-4.9	11.7µM*	-10.7	-1.1%
O=C(CCN1C(=O)C2CC=CCC2C1=O)NC1CCCCC1 (centres undefined)	29.6%	-2.2%	-0.2%	7.8	-19.2%	11.1	-1.5%
COc1cc(C(c2c(O)c3ccccc3oc2=O)c2c(C)n(C)n(-c3ccccc3)c2=O)ccc1O (centres undefined)	-0.6%	-57.1%	-12.0%&-18.9%	-3.3	6.3%	-1.7	4.9%
COc1ccc(CN2CCN(C(=O)c3cccs3)CC2)cc1Br	-21.9%	66.1%[activator]	6.9%	0.7	0.0%	-0.8	-10.3%
COc1ccccc1NS(=O)(=O)c1cc(NC(=O)c2sccc2C)ccc1N1CCCC1	?	-40.7%	?	0.7	?	50.3	-0.2%
CC(CN1CCCC(C(N)=O)C1)c1ccccc1 (centres undefined)	-0.4%	-33.5%	-0.1%	-2.1	0.0%	-42.2	-8.6%
CCOc1ccc(CCNC(=O)C2(c3ccccc3)CC2)cc1OCC	1.4%	-0.9%	0.5%	0.4	?	-7.3	-8.1%
CSc1cccc(NC(=O)CN(C)S(=O)(=O)c2ccc(F)cc2)c1	-0.6%	-21.4%	-3.9%	-2.5	·	4.2	-4.4%
CC1C/C(=C/c2ccncc2)C(=O)/C(=C/c2ccncc2)C1 (centres undefined)	?	1.2%	-1.6%	-11.5	-21.7%	-18.4	0.3%
CCSc1nnc(NC(=O)NC(C)(C(F)(F)F)C(F)(F)F)s1	?	-4.6%	-4.8%	-2.0	?	9.2	3.0%
Cc1ccccc1[C@@H](NC(=O)OC(C)(C)C)C(=O)OC(C)(C)C	4.2%	23.3%	-1.6%	·	?	·	·
Cc1ccnc(SCCn2c(N3CCC(C)CC3)nc3c2c(=O)[nH]c(=O)n3C)n1	·	-10.7%	-2.6%	-5.2	13.2%	-8.6	3.4%
C=CCOc1c(CNc2ccc(C(=O)O)cc2)cccc1OCC	46.6%[activator]	-15.0%	0.5%	31.3*	41.8%[activator]	35.8*	-0.1%
O=C(NN=C(Cc1ccccc1)Cc1ccccc1)c1ccc(F)cc1	-31.7%	-31.1%	4.7%	35.9*	13.1µM*	76.6*	-2.5%
CC(=O)Nc1ccc(S(=O)(=O)NC2(C(F)(F)F)C(=O)Nc3c2c(=O)[nH]c(=O)n3Cc2ccccc2)cc1 (centres undefined)	12.3%	-15.8%	-6.2%	-4.3	-15.2%	-2.9	-1.7%
CC(NS(=O)(=O)c1ccccc1)C(=O)Nc1ccc2c(c1)OCCO2 (centres undefined)	13.7%	-12.9%	-12.3%	7.6	7.38µM*	15.7	-1.3%
Cc1ccc(NC(=O)CN(C)C(=O)c2cc(S(=O)(=O)N(C)C)ccc2N2CCCC2)cc1	-12.3%	32.9%	-1.6%	·	?	·	·
Clc1cccc(-c2nc(NCc3cccnc3)c3ccccc3n2)c1	?	21.9%	1.8%	-4.3	?	-18.1	-4.5%
C[C@H](C(=O)O)c1cccc(Oc2ccccc2)c1	-11.2%[12.8 µM]	·	5.2%[33.2 µM]	·	-17.6%[12.8 µM]	·	·
CCN(Cc1ccccc1)S(=O)(=O)c1ccc2c(c1)NC(=O)CC(=O)N2	40.1%[activator]	-11.9%	-0.3%	2.5	-25.2%	-4.8	-0.5%
CCc1ccc(OC(=O)Nc2ccccc2)cc1	32.1%[activator]	2.5%	3.1%	13.5*	35.5%[activator]	12.9	-5.5%
C[C@H](NC(=O)c1nc[nH]c1C(=O)N(C)Cc1ccccc1)c1ccccc1	24.7%	6.4%	3.3%	·	43.7%[activator]	·	·
CCOC(=O)N1CCN(C(=O)COc2ccc(S(=O)(=O)NC3CCCCC3)cc2C)CC1	-26.0%	80.3%[activator]	-17.4%	7.8	·	0.7	2.9%
SMILES	Pf growth 48h	AmpC inh no detg	Tb PYK inh	CHX counter	Pf growth 96h	Shiga toxin inh	LmPK inhibitor
O=C(CCNS(=O)(=O)c1ccccc1F)N1CCN(C/C=C/c2ccccc2)CC1	-5.7%	179.7%[activator]	-10.5%	·	?	·	·
CCN1C(=O)[C@@H]2[C@@H](c3ccc(-c4ccc(Cl)c(Cl)c4)cc3)N3CCCC[C@@]3(C(=O)OC)[C@@H]2C1=O	0.4%	-2.3%	2.9%	·	?	·	·
O=C(CSc1nc2ncccc2[nH]1)Nc1ccccc1-c1ccccc1	-28.5%	-32.2%	-0.9%	-5.0	?	-5.0	0.3%
CC(=O)N1CCN=C1SCc1ccc(F)cc1	·	-3.1%	8.0%	-7.0	?	-11.6	1.2%
COc1ccc(N(CC(=O)NCc2cccs2)S(=O)(=O)c2c(C)n[nH]c2C)cc1	12.4%	0.2%	5.3%	0.4	?	-15.7	0.3%
COc1ccccc1NC1SC(=O)N(c2ccccc2)C1=O (centres undefined)	35.1%[activator]	-19.8%	-5.6%	0.9	·	1.7	0.6%

3 structures from above, arranged by number of heavy atoms, descending.
SMILES	Pf growth 48h	AmpC inh no detg	Tb PYK inh	CHX counter	Pf growth 96h	Shiga toxin inh	LmPK inhibitor
O=C(CSc1nc2ncccc2[nH]1)Nc1ccccc1-c1ccccc1	-28.5%	-32.2%	-0.9%	-5.0	?	-5.0	0.3%
COc1ccccc1NC1SC(=O)N(c2ccccc2)C1=O (centres undefined)	35.1%[activator]	-19.8%	-5.6%	0.9	·	1.7	0.6%
CC(=O)N1CCN=C1SCc1ccc(F)cc1	·	-3.1%	8.0%	-7.0	?	-11.6	1.2%

Structural class: the compounds so far with a thiophene ring, fused or not.
SMILES	Pf growth 48h	AmpC inh no detg	Tb PYK inh	CHX counter	Pf growth 96h	Shiga toxin inh	LmPK inhibitor
Cc1c(C(=O)NC(C)C)sc2ncn(CC(=O)N3CCC(C)CC3)c(=O)c12	7.7%	-14.0%	0.1%	-2.7	·	-11.9	-10.8%
COc1ccc(CN2CCN(C(=O)c3cccs3)CC2)cc1Br	-21.9%	66.1%[activator]	6.9%	0.7	0.0%	-0.8	-10.3%
COc1ccccc1NS(=O)(=O)c1cc(NC(=O)c2sccc2C)ccc1N1CCCC1	?	-40.7%	?	0.7	?	50.3	-0.2%
COc1ccc(N(CC(=O)NCc2cccs2)S(=O)(=O)c2c(C)n[nH]c2C)cc1	12.4%	0.2%	5.3%	0.4	?	-15.7	0.3%
